High-throughput results: PubChem BioAssay, several laboratories
Redox H2O2 prof – compounds producing H2O2 with reducing agent – biochemical, NIH compound library profiling, artefact control for MLSCN library redox annotation, primary screen. DTT-dependent redox cycling H2O2, phenol red/HRP absorbance; 100% = 100 µM peroxide control, 0% = buffer. activation, % at 10 µM. 200,000 compounds, 0.03% hits;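 active = activation of at least 50% relative to the plate's high and low controls in the primary single-dose screen; inactive = activation below 50%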;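 also: compound incubated with DTT at 0.8 mM final as the reducing agent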
PMI act hi M6P – PMI (human) activation, high substrate | P34949 | activation factor at 20 µM | AID 1216 | coupled PMI enzyme assay, resazurin fluorescence, 20 min; active compounds read high; 1 = untreated enzyme, 0 = substrate-free blank | 190,000 compounds, 0.34% hits;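 active = activation factor of 2 or more at 20 µM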
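Test system: human PMI in coupled enzyme assay; Input: PMI at 15 ng/mL final; Medium: HEPES buffer, pH 7.4; Schedule: 20 min incubation at room temperature; Technique: resorufin fluorescence at Ex 544/Em 590 nm; Compound: 20 µM single dose; Probe or stimulus: Near-saturating mannose-6-phosphate, 1.0 mM.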
Hsp70 activator – transcriptional activators of Hsp70; activation, % at 10 µM; HeLa Hsp70 promoter luciferase reporter, luminescence; scaled: vehicle 0, proteasome-inhibitor control 100%; AID 1203; 200,000 compounds, 0.04% hits;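 active = activation above the mean across all tested compounds plus 3 SD, cutoff set per campaign, cut at about 5.5% in these data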;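 also: 100% = MG132 at 30 µM as the positive control and 0% = DMSO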
TLR4-MyD88 BLA – TLR4-MyD88 interaction inhibition in cells; inhibition, % at 8.4 µM; O00206+Q99836; AID 861; HeLa CL3-4 TLR4/MyD88 BLA complementation, FRET ratio; 200,000 compounds, 0.18% hits; in the data active = inhibition above about 25%;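 also: 0% = vehicle and 100% = reference inhibitor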
Target sequence (O00206 whole entry, looked up): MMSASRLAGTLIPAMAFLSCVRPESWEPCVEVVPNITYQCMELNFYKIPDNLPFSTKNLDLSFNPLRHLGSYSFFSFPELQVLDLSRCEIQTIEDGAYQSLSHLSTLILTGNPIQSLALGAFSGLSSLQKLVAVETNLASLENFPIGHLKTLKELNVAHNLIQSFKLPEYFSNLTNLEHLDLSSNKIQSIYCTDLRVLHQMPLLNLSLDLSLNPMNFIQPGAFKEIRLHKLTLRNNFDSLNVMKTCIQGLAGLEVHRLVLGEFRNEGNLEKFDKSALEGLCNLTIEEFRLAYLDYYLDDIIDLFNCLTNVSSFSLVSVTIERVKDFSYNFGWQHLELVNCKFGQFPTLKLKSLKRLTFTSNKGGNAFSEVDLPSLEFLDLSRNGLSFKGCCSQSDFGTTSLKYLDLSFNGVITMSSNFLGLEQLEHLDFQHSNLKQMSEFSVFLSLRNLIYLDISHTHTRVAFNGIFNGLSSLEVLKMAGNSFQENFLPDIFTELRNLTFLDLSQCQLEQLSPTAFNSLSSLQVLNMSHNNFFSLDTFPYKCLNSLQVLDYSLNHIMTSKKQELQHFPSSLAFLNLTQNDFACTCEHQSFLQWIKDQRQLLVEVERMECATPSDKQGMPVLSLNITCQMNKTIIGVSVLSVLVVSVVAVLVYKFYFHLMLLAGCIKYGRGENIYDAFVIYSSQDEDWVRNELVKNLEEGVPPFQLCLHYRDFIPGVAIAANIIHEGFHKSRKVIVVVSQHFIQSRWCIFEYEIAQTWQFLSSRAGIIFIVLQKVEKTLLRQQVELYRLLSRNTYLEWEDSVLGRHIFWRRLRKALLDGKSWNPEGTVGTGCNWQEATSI
Target sequence (Q99836 whole entry, looked up): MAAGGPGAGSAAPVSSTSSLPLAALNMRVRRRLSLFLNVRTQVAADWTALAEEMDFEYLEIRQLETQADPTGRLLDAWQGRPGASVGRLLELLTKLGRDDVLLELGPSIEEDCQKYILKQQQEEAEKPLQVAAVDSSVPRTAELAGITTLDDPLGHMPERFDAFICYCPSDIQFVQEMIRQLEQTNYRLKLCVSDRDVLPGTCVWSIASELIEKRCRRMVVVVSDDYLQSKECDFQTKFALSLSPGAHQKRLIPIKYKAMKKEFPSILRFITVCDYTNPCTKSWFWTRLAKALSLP
L major viab – Leishmania major promastigote growth inhibition; Leishmania major promastigotes, resazurin fluorescence viability; inhibition, % at 10 µM; 200,000 compounds, 9% hits;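 also: promastigotes grown with compound for 44 hours at 28 °C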
RAM network inh – yeast RAM network inhibition; S. cerevisiae dse1pr::URA3 reporter, 5-FOA growth OD615, 2 d; analog-sensitive cbk1-as2 kinase mutant strain; inhibition, % at 50 µM; 190,000 compounds, 1.8% hits;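 active = inhibition above a set limit, 3 SD over mean compound inhibition, cut at about 8.4% in these data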;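 also: 0% = DMSO-only wells with no growth and 100% = 10 µM 1-NA-PP1 full growth; inhibition rescues growth on 5-FOA so higher OD means more RAM inhibition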
PMI activator – phosphomannose isomerase (human) activation. 190,000 compounds, 0.005% hits. purified human PMI, coupled resazurin fluorescence, 20 min; active compounds read high; 1 = vehicle control, 0 substrate-free wells. AID 1214. activation factor at 20 µM;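 active = activation factor of 2 or more at 20 µM, relative to plate controls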
G6PDH CS – counter-screen for G6PDH assay hits: L. mesenteroides G6PDH inhibition; Purified L. mesenteroides G6PDH, diaphorase/resazurin coupled fluorescence, 45 min; AID 1020; inhibition, % at 5 µM; 200,000 compounds, 0.12% hits
Diaphorase act – diaphorase activation or chemical reduction counter-screen. Diaphorase/resazurin coupled assay, resorufin fluorescence, 16 min; active compounds read high; 1 = vehicle wells, 0 = NADH-free wells. activation factor at 20 µM. 190,000 compounds, 0.005% hits;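 active = diaphorase activity raised at least twofold by the compound at 20 µM; inactive = activation factor below 2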
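Material: bacterial diaphorase enzyme (C. kluyveri); amount: enzyme 0.07 U/mL final; reagent: NADH substrate 0.114 mM plus resazurin dye 0.1 mM, final; doses: single compound dose of 20 µM, 1% DMSO final; timing: 16 min enzyme reaction, ambient temperature; measured by: fluorescence of resorufin, 544 nm excitation, 590 nm emission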
Diaphorase inh – inhibits diaphorase or chemically oxidizes, flagging diaphorase assay artifacts. 190,000 compounds, 0.69% hits. inhibition, % at 20 µM. diaphorase resazurin-to-resorufin fluorescence, NADH, 16 min; bacterial (C. kluyveri) enzyme, not human. AID 1217;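 active = primary screen inhibition at 20 µM above a set limit, cut at about 50% in these data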;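 also: plate controls were DMSO with full reaction for no effect and wells lacking NADH for full effect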
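Benchmarks: positive control wells lacking NADH, neutral wells with DMSO only. System: bacterial diaphorase enzyme (C. kluyveri). Input: 0.14 U/mL diaphorase, enzyme working solution. Detection: resorufin fluorescence, excitation 544 nm, emission 590 nm. Times: 16-min room-temperature incubation before reading.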
S1P3 antag – blocks the human S1P3 receptor; Q99500; inhibition, % at 4.98 µM; AID 485; 170,000 compounds, 0.27% hits; CHO S1P3 NFAT-BLA reporter, FRET fluorescence, antagonist mode;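 active = inhibition above the plate cutoff, the mean inhibition of test wells on that plate plus 3 SD, cut at about 28% in these data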;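 also: cells challenged with S1P at its EC80 of 0.8 µM; blue over green emission ratio from cleaved BLA substrate after 4 h stimulation; 0% = S1P-stimulated wells and 100% = unstimulated DMSO-only wells; some compounds past the cut are filed as inactive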
Starred values were filed as active, the others as inactive; . = not tested or not shown. Rule as the data show it, unless noted: active = inhibition above about 50%; inactive = the rest.

#	SMILES	Redox H2O2 prof	PMI act hi M6P	Hsp70 activator	TLR4-MyD88 BLA	L major viab	RAM network inh	PMI activator	G6PDH CS	Diaphorase act	Diaphorase inh	S1P3 antag
1	O=C(CNC(=O)c1cccc(F)c1)OCc1cc(=O)n2cc(Br)ccc2n1	0.7	1	-0.5	-3	-2	1.5	0.9	21	0.9	5	-9
2	Cc1nc(SCc2ccc(Cl)cc2)ncc1C(=O)O	-1.4	0.9	-0.2	9	-6	2.1	1	6	0.9	11	-12
3	COc1ccccc1N1CCc2c(C)nc3c(OC)cccc3c21	-3.0	0.8	0.1	0	89*	-0.5	0.9	-32	0.6	40	.
4	Cc1ccc(CC(=O)O/N=C(\N)c2cccc([N+](=O)[O-])c2)cc1	0.3	1	-0.4	8	80*	3.7	0.9	4	0.9	13	-4
5	COc1ccc(NC(=O)Nc2c(C)n(-c3ccccc3)c(=O)n2C)cc1OC	0.9	1	-0.4	2	-3	2.4	1	-1	1	4	-24
6	CCC(C)C(NC(C)=O)C(=O)NC(=O)NC(c1ccccc1)c1ccccc1 (stereo unspecified)	0.2	1.1	-0.1	5	7	1.3	1	2	0.8	16	.
7	CN(Cc1ccccc1)C(=O)CCc1ccccc1	0.1	1	0.0	-2	-4	-0.8	1.1	7	1	4	8
8	CCCCN1C(=O)c2ccc(C(=O)Nc3cccc(C)c3C)cc2C1=O	0.3	1.1	-0.3	0	1	3.2	1.1	5	1	-1	.
9	O=C(Cc1ccc(Cl)cc1)NN1C(=O)c2ccccc2C1=O	-0.5	1	-0.5	0	34	2.7	1.1	2	0.9	14	-3
10	Cc1csc(NC(=O)C2CCCN(S(=O)(=O)c3cccnc3)C2)n1 (stereo unspecified)	-2.3	0.9	0.0	-9	-2	-1.1	1	0	0.9	12	-4
11	CSCCC(NS(=O)(=O)c1ccc(Cl)cc1)C(=O)OCc1c(Cl)cccc1Cl (stereo unspecified)	0.4	0.9	-0.1	-2	99*	7.1	0.9	6	0.8	16	-1
12	COCCNC(=O)Cn1c(=O)n(Cc2ccco2)c(=O)c2ccccc21	-2.6	1	-0.2	-2	2	1.2	0.9	17	1	0	.
13	Cc1ccc(NC(=O)C2CC(=O)NC(N3CCCCC3)=N2)cc1Cl (stereo unspecified)	0.3	1	-0.2	-10	-5	0.1	1	0	1	-4	0
14	CCN1CCN(C(c2nnnn2Cc2ccc3c(c2)OCO3)C(C)C)CC1 (stereo unspecified)	0.5	1	-0.2	11	4	-0.4	1	5	0.9	6	.
15	Cc1ccc2nc(NC(=O)C3CCCN(S(=O)(=O)c4cccc5nsnc45)C3)sc2c1 (stereo unspecified)	2.0	0.7	-0.2	2	49	3.7	0.8	2	0.6	36	16
16	O=c1cc(Cn2nnc(-c3ccc(Cl)cc3)n2)nc2sccn12	-0.5	1.1	-0.1	-1	-8	1.4	1.1	5	0.9	7	-21
17	CCn1c(COc2ccc(OC)cc2)nnc1SCC(=O)Nc1cc(OC)ccc1OC	3.5	0.9	0.0	-4	61*	0.1	0.9	-34	0.8	15	-13
18	CCNC(=S)Nc1cc(Cl)ccc1Oc1ccccc1	0.2	0.9	-0.2	7	67*	0.7	1	-1	0.9	15	4
19	O=C(NCCCCNC(=O)C(F)(F)F)C(F)(F)F	-0.8	0.9	-0.2	3	-7	1.6	1	11	1	-3	2
20	CN(C1CCCCC1)S(=O)(=O)c1ccc(NC(=O)c2ccco2)cc1	-0.2	0.8	-0.3	4	15	-0.6	0.8	5	0.8	22	-8
21	CCCc1nnc(NC(=O)CN2C(=O)c3ccccc3C2=O)s1	-0.9	1.2	-0.2	-13	-4	3.9	1.2	0	1.1	-15	.
22	O=C(Cn1nnc(-c2ccc(CN3CCOCC3)cc2)n1)Nc1nc(-c2ccccc2)cs1	2.8	0.8	-0.4	-9	-5	2.5	0.9	4	0.8	21	-2
23	CCc1ccc(NC(=S)NCc2ccccc2)cc1	-2.6	0.9	-0.1	-4	19	-0.1	1	-6	0.9	8	-6
24	Cc1cccc(C)c1NC(=O)CSc1nc(COc2ccccc2)nc2ccccc12	-3.8	1.1	0.0	-11	38	1.8	1	3	0.9	8	.
25	CC(=O)C1=C(O)C(=O)N(CCNCCO)C1c1ccccc1 (stereo unspecified)	1.3	1.3	-0.4	7	-4	1.3	1.2	17	1	-2	.
26	Cn1c(/C(C#N)=C(\O)CN2CCN(Cc3ccccc3)CC2)nc2ccccc21	0.6	0.9	-0.1	13	-3	.	1.1	9	0.7	26	-14
27	O=c1c2ccccc2ncn1CCOc1ccccc1[N+](=O)[O-]	0.3	1	-0.2	2	8	1.0	1.1	0	0.9	8	1
28	CCc1ccc(OCCOCC(O)CNC(C)CC)cc1 (stereo unspecified)	-0.5	1.1	-0.1	-15	41	0.8	1	6	1	2	7
29	ON1C(c2ccccc2)CC2(O)c3nonc3CCC12 (stereo unspecified)	0.1	1	0.1	0	-10	1.0	0.9	-5	0.8	18	3
30	C#CCOC(=O)CCC(=O)NCCc1ccccc1	-1.3	1.2	-0.4	-2	0	1.1	1.3	2	0.9	9	-15

The listing continues.
#	SMILES	Redox H2O2 prof	PMI act hi M6P	Hsp70 activator	TLR4-MyD88 BLA	L major viab	RAM network inh	PMI activator	G6PDH CS	Diaphorase act	Diaphorase inh	S1P3 antag
31	COc1ccccc1NC(=O)C1=C(C)Nc2nc(CCCO)nn2C1c1cccnc1 (stereo unspecified)	0.6	0.9	-0.1	10	-8	1.2	0.9	-10	0.9	8	-16
32	Cc1cc(C(=O)NNC(=O)c2ccc(S(=O)(=O)N(C)C)cc2)c(C)o1	0.0	1	0.3	2	-1	3.8	1	0	0.9	14	-1
33	Cc1cccc(NC(=O)CCNC(=O)c2ccco2)c1C	-0.7	1	-0.2	0	2	0.4	1	-1	0.9	11	3
34	COc1ccc(Oc2c(Cl)cnn(-c3ccc(Cl)c(Cl)c3)c2=O)cc1	2.5	0.9	-0.2	14	0	1.6	0.9	-26	0.9	7	.
35	COc1ccccc1C(=O)N/C(=C/c1ccc(Br)cc1)C(=O)NCC(=O)O	1.8	0.9	-0.4	-4	-6	1.4	0.9	8	0.8	16	.
36	Cn1ccnc1Sc1ccc(C(N)=O)cc1[N+](=O)[O-]	-0.6	1.1	-0.3	-5	-5	1.9	1.1	8	0.9	11	-12
37	COc1ccc(CNC(=O)CN(CC2CCCO2)C(=O)CNS(=O)(=O)c2ccc(F)cc2)cc1 (stereo unspecified)	-0.1	1	0.4	5	-5	1.6	1.1	0	0.9	14	5
38	COc1cccc(NC(=O)COc2c(F)c(F)c(C(F)(F)F)c(F)c2F)c1	-0.4	0.9	-0.1	3	2	1.7	0.7	-11	0.8	20	1
39	NC(=O)c1c(NC(=O)c2cccnc2)sc2c1CCCC2	-0.8	1	-0.1	6	13	5.0	0.9	-1	0.9	12	-2
40	Cc1ccc(NC(=O)c2ccc3c(c2)N(CC(=O)N2CCCCC2)C(=O)C(C)(C)O3)cc1	0.8	0.8	-0.3	-14	-4	0.9	0.7	8	0.8	15	17
41	C[N+](C)(C)CCOc1ccc([N+](=O)[O-])cc1	-0.7	1	-0.3	-12	-4	0.0	1.1	2	0.9	9	2
42	Cc1cc(C)n2nc(CCCO)nc2n1	-2.1	0.9	0.4	10	-7	0.1	1	9	0.9	6	-14
43	Cc1ccc(Nc2c([N+](=O)[O-])c(=O)n(C)c3ccccc23)cc1	-0.8	1.1	-0.3	-3	-2	-0.6	1	7	1	4	-28
44	COc1ccc(CN2CCCC(CNC(=O)c3ccc(F)cc3)C2)c(C)c1C (stereo unspecified)	-1.1	.	-0.2	4	80*	1.2	.	15	.	.	-12
45	CCNC(=O)COC(=O)Cc1ccc(Cl)cc1Cl	-1.6	1	-0.3	-7	-10	4.5	0.9	11	0.9	8	-6
46	O=C(Nc1c(F)cc(F)cc1Br)c1ccco1	2.9	1	-0.2	-16	1	0.5	0.9	5	0.9	6	9
47	O=C(/C=N\O)NCCCNCc1ccccc1	-1.0	0.9	-0.5	4	-2	1.8	0.9	13	0.9	15	20
48	COC(=O)c1[nH]c2cccc(OC)c2c1NC(=O)CCN1CCC(C(N)=O)CC1	0.0	0.9	-0.3	1	0	2.2	1	8	1	3	-4
49	CN=c1sc2ccccc2n1CC(O)COCc1ccco1 (stereo unspecified)	0.0	1.1	-0.3	-11	0	-0.7	1	-1	1	-2	.
50	CSc1ccc(/C=C/C(=O)N2CCCN(C)CC2)cc1	-2.4	1.1	-0.2	-5	10	0.3	1.3	5	1.1	-13	4
51	COc1ccc(/C=C2\CC/C(=C\c3ccc(OC)c(OC)c3)C2=O)cc1OC	2.2	0.8	-0.1	0	27	11*	0.7	12	0.8	20	-5
52	CC12CCC(C(=O)NCc3ccc4c(c3)OCO4)(C(=O)C1=O)C2(C)C (stereo unspecified)	-0.1	1	-0.3	-5	-2	0.6	1	4	0.9	11	.
53	CCCCn1c(-c2ccccc2)nc2c(=O)n(C)c(=O)[nH]c21	3.1	0.9	-0.5	-4	-8	1.1	1	6	0.9	12	-1
54	c1ccc(NC2=NCCCCS2)cc1	0.8	1.1	-0.2	-10	-3	0.0	1.1	-1	1	1	.
55	O=C(NC1CCC(c2ccccc2)CC1)c1cccnc1 (stereo unspecified)	0.1	1.1	-0.2	-4	-5	0.3	1.1	6	1.2	-15	0
56	Cc1cccc(NC(=O)CN2C(=O)N/C(=C/c3ccc(C)o3)C2=O)c1	0.0	1	-0.2	-8	-4	6.9	0.9	-18	0.8	24	-25
57	COc1ccc(N(CC(=O)NCCC2=CCCCC2)S(=O)(=O)c2ccccc2)c(OC)c1	0.0	0.9	-0.4	-9	6	5.5	0.9	6	0.7	28	-18
58	COc1cc(OC)cc(C(=O)OCC(=O)NCc2ccc3c(c2)OCO3)c1	-1.8	1.1	0.1	6	-2	4.1	1	0	1.1	-12	-13
59	COc1cccc(NC(=O)CSC(N)=O)c1	1.5	1.3	-0.3	-8	-8	0.4	0.8	-4	0.8	18	5
